Source: PubChem (Icahn School of Medicine at Mount Sinai)
ROC1-CUL1 inh: inhibitors of human ROC1-CUL1 ubiquitin ligase activity. E3 ubiquitin-protein ligase RBX1 (Homo sapiens) + Cullin-1 (Homo sapiens), P62877+Q13616. in vitro K48 di-Ub FRET, acceptor:donor ratio, 45 min. inhibition, % at 10 µM. 0.6% of 140,000 active; in the data active means inhibition above about 25%
Target sequence (P62877 whole entry, looked up): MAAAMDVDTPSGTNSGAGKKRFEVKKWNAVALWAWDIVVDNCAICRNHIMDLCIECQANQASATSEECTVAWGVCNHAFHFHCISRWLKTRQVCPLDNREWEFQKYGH
Target sequence (Q13616 whole entry, looked up): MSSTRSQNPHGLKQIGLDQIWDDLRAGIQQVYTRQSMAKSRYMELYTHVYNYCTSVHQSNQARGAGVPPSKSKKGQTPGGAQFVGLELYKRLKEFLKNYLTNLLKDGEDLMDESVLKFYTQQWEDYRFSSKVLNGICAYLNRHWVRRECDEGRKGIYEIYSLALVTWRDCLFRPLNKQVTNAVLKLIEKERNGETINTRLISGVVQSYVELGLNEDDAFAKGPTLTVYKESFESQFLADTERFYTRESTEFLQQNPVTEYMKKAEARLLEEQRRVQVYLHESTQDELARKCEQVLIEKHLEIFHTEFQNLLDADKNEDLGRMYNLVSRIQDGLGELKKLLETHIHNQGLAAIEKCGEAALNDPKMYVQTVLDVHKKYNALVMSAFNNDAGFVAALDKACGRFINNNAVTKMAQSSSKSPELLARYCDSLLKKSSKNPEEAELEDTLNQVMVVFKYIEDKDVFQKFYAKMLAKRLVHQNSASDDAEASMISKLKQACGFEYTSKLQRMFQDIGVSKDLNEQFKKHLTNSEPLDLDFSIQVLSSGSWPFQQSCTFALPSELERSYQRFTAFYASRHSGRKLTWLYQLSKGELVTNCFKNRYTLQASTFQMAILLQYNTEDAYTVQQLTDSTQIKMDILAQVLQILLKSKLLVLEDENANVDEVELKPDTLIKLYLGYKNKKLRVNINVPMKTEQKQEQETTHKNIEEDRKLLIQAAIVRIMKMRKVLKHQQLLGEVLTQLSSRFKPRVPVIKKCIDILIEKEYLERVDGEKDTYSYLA
The depositor's hits bear a star. The list is partial; rates above refer to the full screens.

SMILES	ROC1-CUL1 inh
COc1ccc2c(c1)nc(SCc1ccc(Cl)cc1)n2C	5
CC12CCC(C(N)=O)(C1Br)C2(C)C (stereo not drawn)	7
CCn1cc2nc(SCC(=O)Nc3ccc(C)cc3)n(Cc3ccc(C)cc3)c(=O)c2n1	-3
C=CCSc1nc(N)c2c(C)c(C(=O)O)sc2n1	5
Fc1ccc(CN2CCN(C3Cc4ccc(F)cc4Sc4cc(F)c(Cl)cc43)CC2)cc1 (stereo not drawn)	-3
Cc1ccc(C)c(NC(=O)CSc2cn(CC(=O)N3CCCCC3)c3ccccc23)c1	0
Cc1cc(C)nc(SCc2nnc(SCC(=O)Nc3cccc(Cl)c3)n2C)n1	4
Cc1ccc(C(=O)C2C(=O)C(=O)N(CC3CCCO3)C2c2cccc(Oc3ccccc3)c2)cc1 (stereo not drawn)	2
CN(Cc1ccccc1)C(=O)c1cc2c(=O)n(C)c3ccccc3c2s1	-8
CCCC(=O)Nc1cccc(OC)c1	8
CSc1cccc(NC(=O)Cn2cnc(S(=O)(=O)N3CCCC3)c2)c1	-4
CCc1cc(C(c2ccc(OC)c(OC)c2)N2CCOCC2)c(NC(=O)c2ccccc2)s1 (stereo not drawn)	0
O=C1NN(c2ccccc2Cl)Cc2ccccc21	-2
CC(C)(C)c1ccc(CS(=O)CC(O)CO)cc1 (stereo not drawn)	4
Cc1ccccc1OCc1ccc(-c2nc(C#N)c(N3CCN(c4ccccc4)CC3)o2)o1	-4
O=C(N/N=C\c1cccc(O)c1)c1ccc(COc2ccc3c(c2)CCC3)o1	8
Cc1ccc(NC(=O)CSCn2nnc3c(=O)[nH]c(Cc4ccc(F)cc4)nc32)c(C)c1	4
CCOC(=O)c1sc2ncn(CC(=O)Nc3ccc(C)cc3Br)c(=O)c2c1C	-6
CCOc1ccccc1C(=O)N1CCN(C2CCCCC2)CC1	-2
C=CCNC(=O)c1cccc(NS(C)(=O)=O)c1C	1
CCOC(=O)c1c(C)oc2nc(C)nc(NCCCN3CCN(c4cccc(C)c4)C(C)C3)c12 (stereo not drawn)	8
Cc1cc2nc(C3CC3)cc(C(F)F)n2n1	3
Clc1ccc(N=C2NNC(=Nc3ccc(Cl)cc3)C2Cl)cc1 (stereo not drawn)	-6
Fc1ccc(CSc2nncn2NC/C=C/c2ccccc2)cc1	5
CCN(CC)c1ccc2cc(C(N)=O)c(=Nc3cccc(Br)c3)oc2c1	2
O=C1c2ccccc2NC(c2cc3ccccc3nc2Cl)N1c1ccccc1 (stereo not drawn)	-5
CCCc1ccc(S(=O)(=O)NCCc2ccncc2)cc1	2
O=C(CCC1(Cc2ccc(F)cc2)CCC(=O)N1)NCc1ccc(OC(F)(F)F)cc1 (stereo not drawn)	-2
O=C(CN1C(=O)COc2ccc(S(=O)(=O)N3CCCCCC3)cc21)Nc1cccc(Cl)c1	-2
COc1ccc(OC)c(-n2c(CN3CCN(c4ccccc4)CC3)nc3ccccc3c2=O)c1	-2
CC1CCCN(CC(O)COC23CC4CC(CC(C4)C2)C3)C1 (stereo not drawn)	-7
COCCCN1C(=O)CC(CC(=O)N2CCCCCC2)(c2ccccc2Cl)C1=O (stereo not drawn)	5
CCOc1cccc(/C=C2\C(=O)Nc3ccc(Br)cc32)c1O	-1
CN=C1S/C(=C\c2cn(CCOc3ccc(C)cc3)c3ccccc23)C(=O)N1C	-1
O=c1/c(=C/c2ccc(-c3ccc(-n4cnnn4)cc3)o2)sc2nc3ccccc3n12	-13
COC(=O)c1csc2nc(NCCCN(C)C)sc12	2
Cc1cc(C)cc(Oc2nc3c(C)cccn3c(=O)c2/C=C(\C#N)c2nc3ccccc3s2)c1	6
CC(C)OC(=O)c1cc2ccccc2[nH]1	-7
COC(=O)c1cc(CNC(=O)CC2NC(=O)c3ccccc32)cc(NC(=O)c2cc(C)nn2C)c1 (stereo not drawn)	-6
O=C(Cn1c(-c2ccc(F)cc2)nc2ccccc21)N1CCCCC1	-2
COc1ccc(CCNC(=O)Cn2c(=O)n(-c3ccccc3)c(=O)c3c(C)c(C)sc32)cc1OC	-6
Cc1c(C#N)c2ccccc2n1Cc1ccc(F)cc1	-10
CC(C)(C)c1ccc(CCC(=O)N2CCOCC2)cc1	3
CCN(CC)c1cc(C)c2cc(NC(=O)/C=C/c3ccccc3Cl)ccc2n1	-5
CSc1ccc2c(c1)C(N1CCNCC1)Cc1ccccc1S2 (stereo not drawn)	1
CC(C)NC(=O)c1ccc2c(c1)nc1n2CCCCC1	5
COC(=O)c1c(-c2ccc(Cl)cc2)noc1N1CCN(c2ccc(OC)cc2)CC1	-4
COCC(=O)N1CCC(Oc2ccc(C(=O)N(C)Cc3ccsc3)cc2)CC1	-1
C=C(C)CC1Nc2ccccc2NC1CC(=C)C (stereo not drawn)	-1
O=C1N=C2CC(c3ccccc3)CC(=O)C2C=C1C(=O)Nc1ccc(F)cc1 (stereo not drawn)	1
O=C(NCc1ccccc1)c1cccn1-c1nnc(N2CCCCC2)s1	2
COc1cc2[nH]c(=O)n(Cc3ccc(C(=O)NCc4ccc(C)cc4)cc3)c(=O)c2cc1OC	-3
Cc1cccc(Cn2c(SCc3ccc(C(=O)NC4CCCC4)cc3)nc3cccnc32)c1	-3
NC(=O)c1c(-c2ccccc2)csc1NC(=O)c1ccc([N+](=O)[O-])cc1Cl	2
CCOc1ccc2nc(Cl)c(C3CC(c4ccc(C)cc4)=NN3S(C)(=O)=O)cc2c1 (stereo not drawn)	5
Cn1c(=O)cc(OCC(=O)N2CCN(c3ccccc3F)CC2)c2ccccc21	-5
CCCCc1ccc(NC(=O)c2cc(C)on2)cc1	-2
Cc1ccc(-c2cc(C(=O)N/N=C/c3c(O)ccc4ccccc34)n[nH]2)o1	13
Fc1ccccc1COc1ccc(CNc2ccccc2)cc1Cl	3
Cc1ccc(C(=O)NC2CCCCCC2)cc1NS(C)(=O)=O	5

Given with bars between the fields: part of the list above.
smiles | ROC1-CUL1 inh
Cc1c(C#N)c2ccccc2n1Cc1ccc(F)cc1 | -10
CC(C)(C)c1ccc(CCC(=O)N2CCOCC2)cc1 | 3
CCN(CC)c1cc(C)c2cc(NC(=O)/C=C/c3ccccc3Cl)ccc2n1 | -5
CSc1ccc2c(c1)C(N1CCNCC1)Cc1ccccc1S2 (stereo not drawn) | 1
CC(C)NC(=O)c1ccc2c(c1)nc1n2CCCCC1 | 5
COC(=O)c1c(-c2ccc(Cl)cc2)noc1N1CCN(c2ccc(OC)cc2)CC1 | -4
COCC(=O)N1CCC(Oc2ccc(C(=O)N(C)Cc3ccsc3)cc2)CC1 | -1
C=C(C)CC1Nc2ccccc2NC1CC(=C)C (stereo not drawn) | -1
O=C1N=C2CC(c3ccccc3)CC(=O)C2C=C1C(=O)Nc1ccc(F)cc1 (stereo not drawn) | 1
O=C(NCc1ccccc1)c1cccn1-c1nnc(N2CCCCC2)s1 | 2
COc1cc2[nH]c(=O)n(Cc3ccc(C(=O)NCc4ccc(C)cc4)cc3)c(=O)c2cc1OC | -3
Cc1cccc(Cn2c(SCc3ccc(C(=O)NC4CCCC4)cc3)nc3cccnc32)c1 | -3
NC(=O)c1c(-c2ccccc2)csc1NC(=O)c1ccc([N+](=O)[O-])cc1Cl | 2
CCOc1ccc2nc(Cl)c(C3CC(c4ccc(C)cc4)=NN3S(C)(=O)=O)cc2c1 (stereo not drawn) | 5
Cn1c(=O)cc(OCC(=O)N2CCN(c3ccccc3F)CC2)c2ccccc21 | -5
CCCCc1ccc(NC(=O)c2cc(C)on2)cc1 | -2
Cc1ccc(-c2cc(C(=O)N/N=C/c3c(O)ccc4ccccc34)n[nH]2)o1 | 13
Fc1ccccc1COc1ccc(CNc2ccccc2)cc1Cl | 3
Cc1ccc(C(=O)NC2CCCCCC2)cc1NS(C)(=O)=O | 5

(more compounds)
SMILES	ROC1-CUL1 inh
Cn1c(=O)c2c(-c3ccc(Cl)cc3)n(Cc3ccc(Cl)cc3)cc2n(C)c1=O	-5
CCOC(=O)C(N(C)C(=O)OC(C)(C)C)C1(O)C(=O)C(c2ccccc2)=C1OC(C)C (stereo not drawn)	5
CS(=O)(=O)C(C(=O)c1ccccc1)C(=O)c1ccccc1	-5
COCCCNC(=O)CCc1c(C)nc2cc(-c3ccc(Cl)cc3)nn2c1C	-4
CCC(C)NC(=O)c1ccc2c(c1)N(Cc1ccccc1)C(=O)c1ccccc1S2(=O)=O (stereo not drawn)	-5
COc1ccc(-n2nc(C(=O)O)c(C)c(C#N)c2=O)cc1	-13
O=C1CCCN1CCC(=O)N1CCCC(CCc2ccccc2C(F)(F)F)C1 (stereo not drawn)	3
Fc1ccccc1Oc1ncccc1CNC1CCOCC1	2
CCOc1ccc(N(CC)S(=O)(=O)N2CCCC(C(=O)NCc3ccccc3OCC)C2)cc1 (stereo not drawn)	15
CC(=O)Nc1ccc(OCc2cc(=O)n3ccccc3n2)cc1	5
CN(C)CCC(C)(O)Cc1ccccc1 (stereo not drawn)	9
COCC(C)NC(=O)c1cnn2c(C(F)F)cc(-c3ccccc3)nc12 (stereo not drawn)	-2
Cc1cc(NC(=O)CSc2nc3c(cc2C#N)CCCCC3)no1	-12
CCc1cccc(C)c1Nc1c(-c2ccc(N3CCOCC3)cc2)nc2ncccn12	6
COc1cc(Cl)c(C)cc1NC(=O)Cn1c2ncccc2c(=O)n1-c1ccccc1	-2
Cc1ccc(-c2nc3cccnc3s2)cc1NC(=O)Cc1ccccc1	-4
CCc1ccc(NC(=O)CCS(=O)(=O)c2ccc3c(c2)oc(=O)n3C)cc1	1
COCC(=O)N1CCCC1c1ccc(C(=O)NCCN2CCCCC2)s1 (stereo not drawn)	-1
O=C(O)C1CCCCC1C(=O)N1CCN(Cc2ccc3c(c2)OCO3)CC1 (stereo not drawn)	-3
CCOc1ccc(CNC(=O)C2CCN(S(=O)(=O)c3ccc4c(ccn4C)c3)CC2)cc1	9
COc1ccc(S(=O)(=O)N2CCCC2)cc1C(C)C	4
COC(=O)CN1C(=O)CSc2ccc(S(=O)(=O)Nc3c(C)cc(C)cc3C)cc21	-7
COc1cc(C)ccc1OCCSc1nc2ccc(NC(C)=O)cc2s1	7
COc1ccccc1C1C2=C(N=c3s/c(=C\c4ccc(-c5ccc(C(=O)O)cc5)o4)c(=O)n31)c1ccccc1CC2 (stereo not drawn)	9
COc1ccccc1OC(C)C(=O)N1CCc2ccccc2C1 (stereo not drawn)	6
CCCCN(CC)CCCNC(=O)c1cn(CC)c2ccc(S(=O)(=O)N3CCOCC3)cc2c1=O	9
Cc1c(Cl)cccc1NC(=O)c1nnn(-c2ccccc2Cl)c1C	4
CCc1ccc(S(=O)(=O)c2cn(CC)c3cc(N4CCOCC4)c(F)cc3c2=O)cc1	-4
Cc1cnc(CNC(=O)Nc2nncs2)cn1	20
Cc1ccc2[nH]c3c(c2c1)CC/C(=C/N(C)C)C3=O	3
COc1ccc(-c2nc3ccccc3o2)cc1NC(=O)c1cccnc1	0
CCc1csc(CNC(=O)c2ccc(N(C)Cc3nonc3C)nc2)n1	-3
CCNC(=O)c1c(-c2c(F)cccc2Cl)noc1C	13
COc1ccc2nc(SCC3CC3(Cl)Cl)[nH]c2c1 (stereo not drawn)	13
O=C(NCC1CCCO1)C1CCN(C2CCN(Cc3ccccc3F)CC2)CC1 (stereo not drawn)	7
CCOC(=O)c1c(C)n(-c2ccccc2)c2ccc(OC(=O)c3ccccc3)cc12	3
COc1ccc(C2(Nc3cccc(C(=O)O)c3C)C(=O)c3ccccc3C2=O)cc1	-3
COC(=O)C1=C(C(=O)OC)C2CC1C1ON(c3ccccc3)C(c3ccccc3)C21 (stereo not drawn)	0
CN(C(=O)c1ccn(C)n1)C(Cc1ccccc1)C1CCN(Cc2ccc(C#CC(C)(C)O)cc2)CC1 (stereo not drawn)	-8
CCn1c(SCc2ccc(C(=O)OC)cc2)nnc1-c1ccc(OC)cc1	7
Cc1ccccc1OCCNC(=S)Nc1ccccc1	4
CCOc1ccc(NC(=O)c2oc3ccccc3c2NC(=O)C(C)(C)C)cc1	-3
CC(=O)NC(C)C(=O)N(c1ccccc1)C1(C(=O)Nc2ccc(C)cc2)CCCC1 (stereo not drawn)	6
COC(=O)c1ccccc1NC(=S)NC(=O)c1sc2ccccc2c1Cl	-6
O=C(CSCc1cnn(-c2ccccc2)c1-n1cccc1)Nc1ccc(F)cc1F	1
COCCn1c2c(nc(C#N)c1=N)CCCCCC2	4
COc1ccccc1C(=O)Nc1ccc(F)cc1	4
Cc1ccc2nc(NC(=O)c3cccc4c3-c3ccccc3C4=O)sc2c1	-2
COc1ccc(-c2csc(-c3c[nH]c4ccccc34)n2)cc1C	-1
CCOc1ccc(NC(=O)CC2C(=O)OCCN2CC)cc1 (stereo not drawn)	-6
COc1cc(OC)c(NC(=O)c2cn(C)c(=O)c3cc(OC)c(OC)cc23)cc1Cl	-3
CC(C)(C)C(=O)NC1(C(F)(F)F)NC(=O)N(c2ccc(F)cc2)C1=O (stereo not drawn)	12
Brc1ccc(Cn2c(-c3cncs3)nc3ccccc32)cc1	-2
Cc1cc(Br)c2c(c1)=C(c1sc(Nc3ccccc3Cl)nc1O)C(=O)N=2	-9
CCOc1cc(/C=C2\SC(=S)N(c3ccccc3)C2=O)ccc1OCc1ccc(Cl)cc1Cl	-8
COC(=O)c1ccc(-n2cc(-c3cc4ccccc4oc3=O)[nH]c2=S)cc1	-2
CCOCCCNC(=O)c1[nH]c2cc(C)ccc2c1Sc1ccc(Cl)cc1	8
COCCCNC(=O)c1ccc(Cn2c(=O)c3ccccc3n(CC(=O)Nc3c(C)cccc3C)c2=O)cc1	-1
COc1ccc(CC2(CCC(=O)N3CCN(c4ccc(Cl)cn4)CC3)CCC(=O)N2)cc1OC (stereo not drawn)	9
Cc1cccc(NC(=O)c2sc3cccc(Cl)c3c2Cl)c1	5
(list continues)
SMILES	ROC1-CUL1 inh
COc1ccc(-c2cn3c(C(=O)N(C)CCc4ccccn4)csc3n2)cc1F	-7
CC1CCCCN1C(=O)CCS(=O)(=O)c1cc2c(cc1Cl)NC(=O)CO2 (stereo not drawn)	-1
COc1cccc(C2C(C(=O)Nc3ccccc3)=C(C)N=c3s/c(=C\c4cn(Cc5ccccc5)c5ccccc45)c(=O)n32)c1 (stereo not drawn)	-1
CCOC(=O)C(NC(=O)c1ccccc1F)(C(F)(F)F)P(=O)(OCC)OCC (stereo not drawn)	-13
